K1F lysis inhibition = inhibition of K1F phage lysis, E. coli UTI89, bacterial capsule biogenesis inhibitors, alamar blue (AID 488966); E. coli UTI89 K1F phage lysis, alamar blue, 2 h; higher % means a stronger effect; inhibition, % at 100 µM, or IC50 in µM where a hit was titrated; hit rate 0.02% among 340,000;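 active means phage lysis inhibition, versus mean bacterial control, above a set limit; inconclusive means no clear call, values can overlap the other calls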;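 further: capsule biogenesis inhibitors block K1F phage lysis so surviving cells raise fluorescence; higher fluorescence means more inhibition of phage lysis; actives were called in the ten point dose series up to 300 µM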
RSV antiviral HEp-2 = inhibition of RSV-induced cytopathic effect – HEp-2 cells, primary 10 µM value included (AID 2391) | HEp-2 cells, RSV-induced CPE inhibition; higher % means a stronger effect | one-dose CPE inhibition, % at 10 µM; IC50 in µM for titrated hits | hit rate 0.13% among 310,000; in the data active means a potency from the dose series; inconclusive means CPE inhibition mostly from about 23% at the one dose, without a potency; inactive means the rest, 99 in 100 with CPE inhibition below about 21%; further: strong numbers were not always called active
XIAP displacement = small molecules displacing peptide from XIAP – biochemical, IAP family, fluorescence polarization (AID 1018). XIAP BIR domain, fluorescence polarization peptide displacement; higher % means a stronger effect. displacement, % at 20 µM; hits with a dose series show IC50 in µM. hit rate 0.007% among 200,000; in the data active means displacement above about 50%; further: a part of the inactive calls stands beside numbers as strong as those of hits
West Nile virus CPE = West Nile virus antiviral activity, cell-based, CPE readout (AID 1621); hit rate 0.02% among 290,000; CPE inhibition, % at 10 µM; hits with a dose series show IC50 in µM; West Nile virus-infected cells, CPE inhibition; higher % means a stronger effect; in the data active means a potency from the dose series; inconclusive means CPE inhibition mostly from about 3.7% at the one dose, without a potency; inactive means the rest, 99 in 100 with CPE inhibition below about 2.2%; further: strong numbers were not always called active
ER stress rescue = protection against thapsigargin-triggered cell killing – 384-well, CSM14.1, ATP luminescence, primary screen (AID 1222); 190,000 tested, under 10 active; cellular ATP content (survival), % at 20 µM, or EC50 in µM where a hit was titrated; CSM14.1 thapsigargin-induced death rescue, ATP luminescence; higher % means a stronger effect;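 active means EC50 below 50 µM in the dose-response confirmation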;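 further: death triggered by thapsigargin at about 15 µM added after 2 h compound pretreatment; cell ATP read after overnight thapsigargin exposure of roughly 18 to 22 hours; normalized against plate controls of thapsigargin alone and 5% DMSO vehicle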
WT yeast gro inh = growth inhibition of WT yeast, mitochondrial fusion screen; mitochondrial fusion phenotypic screen, WT strain; inhibition, % at 10 µM; hit rate 2.1% among 190,000; AID 1362; in the data active means inhibition above about 58%; tested in S. cerevisiae
Dengue-2 NS5 capping = Dengue-2 NS5 methyltransferase inhibitors, primary screen, biochemical, confirmation dose response (AID 588689); Dengue-2 NS5 methyltransferase capping enzyme assay, biochemical; higher % means a stronger effect; inhibition, % at 25 µM, or IC50 in µM where a hit was titrated; hit rate 0.3% among 340,000; in the data active means a potency from the dose series; inconclusive means inhibition above about 29% without an active follow-up result
SV40 large T antigen = SV40 large T antigen inhibitors, biochemical (AID 1903); SV40 large T antigen ATPase/helicase inhibition assay; higher % means a stronger effect; hit rate 0.39% among 310,000; inhibition, % at 20 µM, or IC50 in µM where a hit was titrated; in the data active means a potency from the dose series; inconclusive means inhibition mostly from about 32% at the one dose, without a potency; inactive means the rest, 99 in 100 with inhibition below about 32%; further: strong numbers were not always called active
Yfh1-depleted yeast = mitochondrial function rescue without frataxin homolog – Friedreich's ataxia, plus single-dose screen, dose response (AID 1465) | S. cerevisiae Yfh1-off respiration, WST-1 reduction, 72 h; higher fold induction means a stronger effect | hit rate 0.074% among 220,000 | one-dose fold induction at 50 µM; EC50 in µM for titrated hits;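 active means fold induction of absorbance versus untreated yeast above a set limit, then at least 30% activation at any dose in follow-up; inconclusive means repeats straddling the limit, or above it without dose testing; inactive means fold induction below the set limit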;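 further: activators that raise dye reduction in frataxin-depleted yeast; strong numbers were not always called active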
WT yeast gro inh mutant strain = further read-out of WT yeast gro inh, marked with its call; inhibition, %; mitochondrial fusion phenotypic screen, mutant strain inhibition
Dengue-2 NS5 capping pilot replicate = also measured in Dengue-2 NS5 capping; calls as there; inhibition, %; measured here: pilot screen replicate inhibition
Starred values were filed as active, the others as inactive; i = inactive; ? = inconclusive; / = not tested or not shown; [ ] = dose if it differs, or a comment. Not a hit list, and some 2.2% of all compounds hit somewhere here.

SMILES	K1F lysis inhibition	RSV antiviral HEp-2	XIAP displacement	West Nile virus CPE	ER stress rescue	WT yeast gro inh	WT yeast gro inh mutant strain	Dengue-2 NS5 capping	SV40 large T antigen	Yfh1-depleted yeast	others
Cc1cccc(NC(=O)CCCCCN2C(=O)[C@@H]3Cc4ccccc4CN3C2=O)c1	0.2%	9.6%	/	-0.9%	/	/	/	-4%	24%	/
N/C(Cc1ccc([N+](=O)[O-])cc1)=N\OC(=O)Cc1ccc(Cl)cc1	4.4%	18%	-4.1%	-0.3%	-2.3%	23	13	-3%	9%	i
COc1ccc(-c2nnn(CCc3nn[nH]n3)n2)cc1OC	2.9%	1.9%	2.2%	-0.3%	-1.3%	6	-12	-1%	-2%	i	Dengue-2 NS5 capping pilot replicate=0.6
CC(/C=N/NC(=O)Cn1nnc(N)n1)=C\c1ccc(C(C)C)cc1	/	0.3%	/	0.0%	/	/	/	/	6%	i
CC(C)c1nc(NCCO)c(C#N)c2c1CCCC2	i	16%	/	-0.8%	/	/	/	-11%	3%	i
N#CC1=C(N)Oc2c(oc(CO)cc2=O)C1c1ccccc1[N+](=O)[O-] (stereo not drawn)	/	0.6%	/	0.2%	/	/	/	/	24%	i
O=C(NC12CC3CC(CC(C3)C1)C2)c1cccnc1	2.9%	-0.2%	-10%	0.0%	-0.7%	-5	-3	-6%	10%	i
CN1C(C(=O)NCc2cccc(Br)c2)CC2Cn3c(nc4cc(Cl)c(Cl)cc43)C21 (stereo not drawn)	-0.1%	3.8%	/	-1.1%	/	/	/	-10%	13%	i
CC(C)(Cc1ccccc1)/[N+]([O-])=C\c1ccccc1	2.6%	-0.9%	/	/	/	/	/	-6%	14%	/
N#Cc1ccc(CSc2nnc(-c3cccs3)n2-c2ccccc2)cc1	0.8%	1.9%	-9.8%	-0.9%	0.6%	10	-6	-6%	2%	i
NC(=O)[C@@H]1CCCN1C(=O)c1ccc2oc(CCc3ccccc3)nc2c1	0.1%	2.0%	/	0.1%	/	/	/	-5%	12%	/
Cc1ccc2c(CC(=O)Nc3ccc(N4CCN(C)CC4)cc3C)coc2c1	0.1%	-2.2%	-5.6%	2.5%	/	4	13	1%	12%	i
CCCN1CCC(NC(=S)Nc2ccc(S(N)(=O)=O)cc2)CC1	-0.1%	2.2%	-4.6%	0.7%	-1.0%	14	8	-1%	8%	i
C=CCOc1ccc(Br)cc1/C=C1/SC(=Nc2ccc(C(=O)O)cc2)NC1=O	-0.6%	/	-19%	1.4%	0.9%	-7	-19	2%	26%	i
COc1ccccc1NC(C)C(=O)Nc1ccc(C(C)=O)cc1 (stereo not drawn)	1.6%[50 µM]	1.4%	-12%	0.3%	-0.5%	0	-17	1%	4%	i
COc1ccccc1OCC(O)CO (stereo not drawn)	-2.8%	2.3%	-4.6%	-0.4%	-1.1%	-6	2	1%	4%	i
COc1ccc(OC)c(NC(=O)C2CCCN2C(=O)NC2CCCCC2)c1 (stereo not drawn)	-0.4%	1.3%	/	0.5%	/	/	/	-12%	3%	/
CC1CN(C(=O)c2cc(S(=O)(=O)N3CCN(c4ccccc4)CC3)ccc2Cl)CC(C)O1 (stereo not drawn)	0.4%[50 µM]	14%	/	/	/	/	/	-11%	15%	/
NC(=O)c1ccc(N=Cc2c(O)ccc3ccccc23)cc1	0.6%	-0.1%	/	/	/	/	/	3%	10%	/
Cc1cccc(NC(=O)CCNS(=O)(=O)c2cccc3nsnc23)c1	6.1%	2.6%	-0.2%	-0.4%	4.4%	3	-7	-4%	8%	i
CCc1cc2c(=O)c(-c3nc4ccccc4[nH]3)coc2c(CN2CCCCC2)c1O	1.7%[50 µM]	-1.4%	/	0.3%	/	/	/	-4%	26%	i
O=C1COc2ccc3ccccc3c2CN1	0.6%	3.5%	7.7%	-0.1%	-0.9%	-7	-14	0%	-8%	i
CCOC(=O)c1[nH]c(CSc2nnnn2-c2ccccc2C)c(C(=O)OCC)c1C	0.0%	3.2%	-17%	0.0%	-3.4%	-1	-97	-19%	4%	?
COC(=O)Cn1c(=O)cnc2ccccc21	0.9%	1.1%	-8.6%	0.0%	-0.1%	-9	-40	-2%	3%	i
CCOc1ccc(NC(=O)C2C(C(=O)O)C3(Cl)C(Cl)=C(Cl)C2(Cl)C3(Cl)Cl)cc1 (stereo not drawn)	/	1.4%	-7.7%	0.9%	2.3%	23	10	/	-2%	i

The final 6 entries of the part above come first, to join the parts:
SMILES	K1F lysis inhibition	RSV antiviral HEp-2	XIAP displacement	West Nile virus CPE	ER stress rescue	WT yeast gro inh	WT yeast gro inh mutant strain	Dengue-2 NS5 capping	SV40 large T antigen	Yfh1-depleted yeast	others
Cc1cccc(NC(=O)CCNS(=O)(=O)c2cccc3nsnc23)c1	6.1%	2.6%	-0.2%	-0.4%	4.4%	3	-7	-4%	8%	i
CCc1cc2c(=O)c(-c3nc4ccccc4[nH]3)coc2c(CN2CCCCC2)c1O	1.7%[50 µM]	-1.4%	/	0.3%	/	/	/	-4%	26%	i
O=C1COc2ccc3ccccc3c2CN1	0.6%	3.5%	7.7%	-0.1%	-0.9%	-7	-14	0%	-8%	i
CCOC(=O)c1[nH]c(CSc2nnnn2-c2ccccc2C)c(C(=O)OCC)c1C	0.0%	3.2%	-17%	0.0%	-3.4%	-1	-97	-19%	4%	?
COC(=O)Cn1c(=O)cnc2ccccc21	0.9%	1.1%	-8.6%	0.0%	-0.1%	-9	-40	-2%	3%	i
CCOc1ccc(NC(=O)C2C(C(=O)O)C3(Cl)C(Cl)=C(Cl)C2(Cl)C3(Cl)Cl)cc1 (stereo not drawn)	/	1.4%	-7.7%	0.9%	2.3%	23	10	/	-2%	i
Cc1ccc(C(=O)OCN2C(=O)c3ccccc3C2=O)c(O)c1	1.0%[50 µM]	0.2%	/	0.0%	/	/	/	-3%	12%	/
CCOC(=O)Nc1ccc(C(=O)/C=C/c2ccccc2)cc1	0.3%	10%	/	-0.7%	/	/	/	-3%	8%	i
CCOc1ccc2[nH]c(C)c(CN3CCCCC3)c(=O)c2c1	-0.2%	3.1%	-9.2%	/	1.4%	32	7	-2%	3%	/
COc1cc(/C=C(/C#N)c2nc3ccccc3[nH]2)ccc1OCc1ccc(C(=O)O)o1	-1.5%	-0.4%	-0.9%	-0.1%	-1.2%	-14	-2	-11%	9%	i
COC(=O)C1=C(C)NC2=C(C(=O)CCC2)C1c1coc2ccccc2c1=O (stereo not drawn)	0.8%	6.3%	0.4%	0.7%	-1.1%	4	-5	9%	5%	i
O=C(NNc1nc2ccccc2o1)c1ccccc1	/	3.3%	/	0.0%	/	/	/	/	27%	i
CCN(CC)c1ccc(S(=O)(=O)N2CCOCC2)cc1NC(=O)CN1C(=O)NC2(CCCC2)C1=O	1.2%	1.4%	/	0.0%	/	/	/	-6%	5%	/
CCS(=O)(=O)N1CCC(N2CCC(C)CC2)CC1	0.1%	0.8%	/	0.5%	/	/	/	-2%	22%	i
CCOC(=O)c1ccc(NC(=O)c2cc(F)c(F)cc2Cl)cc1	-0.3%	-0.9%	-4.0%	0.4%	0.0%	-7	7	1%	5%	i
O=C(c1ccco1)N1CCN(CCCCOc2cccc3ccccc23)CC1	14%	1.3%	0.2%	-0.4%	-0.8%	39	33	1%	4%	i
COc1ccc(NC(=O)N2CCc3ccccc32)cc1	2.4%	0.8%	-7.2%	-0.6%	-4.6%	28	21	0%	18%	i
Cc1ccc(N(CC(=O)NCc2ccccc2Cl)S(=O)(=O)c2c(C)noc2C)cc1	0.0%	3.7%	/	-0.4%	/	/	/	-6%	27%	/
C(=N\Nc1nc(N2CCCC2)nc(N2CCCC2)n1)/c1ccncc1	-0.1%	1.3%	-9.4%	0.4%	-7.8%	4	3	1%	20%	i
CCN(c1ccccc1)S(=O)(=O)c1ccc(F)cc1	0.6%	0.8%	-0.7%	0.1%	1.0%	10	24	-5%	2%	i
COC(=O)NC(=S)N1CCOCC1	2.1%[50 µM]	1.3%	1.3%	0.2%	-0.3%	-3	-6	-1%	11%	i
Cc1cc(=O)[nH]c(SCC(=O)Nc2ccccc2C)n1	-0.3%	-0.3%	-4.4%	0.6%	1.2%	-20	-22	3%	19%	i
CN(C)c1ccc(CNS(=O)(=O)c2ccc3c(c2)C(C)(C)C(=O)N3C)cc1	0.9%	0.5%	/	-1.0%	/	/	/	-6%	/	/
Cc1ccc(/C(O)=C2\C(=O)C(=O)N(c3cc(C)on3)C2c2cccc(Br)c2)cc1 (stereo not drawn)	1.2%	1.7%	-3.0%	0.4%	-1.8%	6	8	21%	-2%	i
Cc1cc(C2=NNC(=NCc3ccccc3)SC2)c(C)n1-c1c(C)n(C)n(-c2ccccc2)c1=O	0.1%	/	-4.6%	0.8%	3.4%	4	6	-12%	6%	i
COC(=O)C1=C(C)N=C2SC(C#N)=C(N)N2C1c1ccc(OCc2ccccc2)cc1 (stereo not drawn)	-0.3%	-1.5%	-2.3%	-0.1%	-0.5%	26	26	-5%	24%	?
CCCOc1ccc(/C=N/NC(=O)c2c(-c3ccccc3)noc2C)cc1OC	1.3%	1.1%	/	0.1%	/	/	/	-10%	19%	/
COc1ccc(/C=C(\NC(=O)c2ccc(OC)c(OC)c2)C(=O)NCCc2c[nH]c3ccccc23)cc1	0.4%	1.0%	-1.9%	-0.1%	2.6%	4	-2	0%	8%	i
Cc1ccccc1NS(=O)(=O)c1ccc(NC(=O)c2nc3ncccn3n2)cc1	0.1%	2.1%	-4.3%	1.3%	-0.1%	-2	11	-4%	2%	i
N=c1c2c(ncn1CCCO)Oc1cc(O)ccc1C2c1ccccc1 (stereo not drawn)	0.1%	-0.7%	/	0.3%	/	/	/	3%	9%	i
COc1ccc(/C=C/c2nnc(NC(=O)CC(C)C)s2)cc1	0.0%	7.4%	/	-0.2%	/	/	/	1%	8%	i
COc1ccccc1/C=C/CN1CCCC(CCC(=O)NCc2ccccc2F)C1 (stereo not drawn)	0.2%	-2.7%	-6.2%	-0.8%	0.1%	13	12	-2%	20%	i
CCC(Sc1ccc(Cl)cc1)C(=O)Nc1nnc(-c2cccc([N+](=O)[O-])c2)s1 (stereo not drawn)	0.9%	1.0%	4.0%	-0.1%	-0.2%	16	-10	-3%	8%	i
Cc1ccnc(NC(=O)Nc2ccc(Br)cc2Cl)c1	0.0%	0.2%	-12%	-0.3%	-0.8%	3	4	-7%	-1%	i

Compound activity: PubChem BioAssay, several laboratories
